Source: PubChem BioAssay (several laboratories)
HRas wt GTP: modulators of GTP binding to human HRas wildtype; GST-Ras wt beads, Bodipy-FL-GTP binding, flow cytometry; actives lie on both sides; GTP binding activity, % at 10 µM; 0.14% of 190,000 active;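 active means GTP binding activity at least 20% away from the 100% baseline, either lowered as inhibitor or raised as activator; inconclusive means flagged as likely green fluorescent, judged across all proteins in the well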;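 further: 0% = unlabeled GTP competition control and 100% = no-compound control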
Target sequence (P01112 whole entry, looked up): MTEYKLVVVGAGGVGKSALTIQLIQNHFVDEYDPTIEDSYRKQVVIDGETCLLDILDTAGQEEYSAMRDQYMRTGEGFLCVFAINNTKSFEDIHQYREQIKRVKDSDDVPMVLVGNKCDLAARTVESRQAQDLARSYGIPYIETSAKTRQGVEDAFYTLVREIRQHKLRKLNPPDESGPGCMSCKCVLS
Rac1 act GTP bind: human Rac1 activated mutant GTP binding change; P63000; GST-Rac1 activated beads, fluorescent GTP binding, flow cytometry; actives lie on both sides; 100% means binding = to untreated wells; percent activity (GTP binding), % at 10 µM; 0.11% of 190,000 active; AID 764;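 active means GTP binding at least 20 percentage points away from the 100% baseline, in either direction, so actives lie on both sides; inconclusive means Compound likely fluorescent itself, or too few beads counted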
Rab2A wt mod: changes GTP binding to wildtype dog Rab2A, up or down; P61105; GST-Rab2 wt beads, Bodipy-GTP binding, flow cytometry; GTP binding activity, % at 10 µM; 0.19% of 190,000 active;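 active means GTP binding activity at least 20 points away from 100%, either lowered or raised; inconclusive means signal likely due to the compound's own green fluorescence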;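 further: 0% = beads with excess unlabeled GTP and 100% = no-compound control corrected for plate trend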
Rab7 wt GTP bind: dog Rab7 wildtype GTP binding, inhibitors and activators; GTP binding activity (percent of control), % at 10 µM; GST-Rab7 beads, fluorescent GTP binding, flow cytometry; actives lie on both sides; untreated = 100%, excess cold GTP = 0%; AID 758; 0.055% of 190,000 active;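 active means fluorescent GTP binding to Rab7 beads changed by at least 20 points from the 100% baseline, either direction, mostly lower; inconclusive means compound itself probably fluorescent, or too few beads counted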;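 further: median green fluorescence of bound Bodipy-FL-GTP per Rab7 bead population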
Mcl1 Bid PPI: disrupts binding of human Mcl-1 to Bid peptide; Q07820; AID 1021; inhibition, % at 21.7 µM; TR-FRET Mcl-1/Bid-Dy647 peptide binding, 1536-well; 0.97% of 220,000 active;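 active means compounds that cut the binding signal by more than half at the single screening dose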;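 further: His-tagged Mcl-1 with europium anti-His antibody binding Bid BH3 peptide; 0% = Mcl-1 plus peptide wells and 100% = peptide-only wells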
Target sequence (Q07820 whole entry, looked up): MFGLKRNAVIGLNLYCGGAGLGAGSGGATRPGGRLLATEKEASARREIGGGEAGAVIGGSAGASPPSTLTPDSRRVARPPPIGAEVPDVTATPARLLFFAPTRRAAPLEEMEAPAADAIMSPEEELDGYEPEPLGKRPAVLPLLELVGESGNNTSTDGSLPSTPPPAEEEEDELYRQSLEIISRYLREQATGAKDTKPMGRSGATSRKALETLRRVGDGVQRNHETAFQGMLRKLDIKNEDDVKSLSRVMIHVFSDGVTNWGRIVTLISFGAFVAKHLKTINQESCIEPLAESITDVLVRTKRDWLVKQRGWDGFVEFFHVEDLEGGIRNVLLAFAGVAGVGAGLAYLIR
Rac1 wt modul: modulators of human Rac1 wildtype GTP binding; AID 757; GTP binding activity (% of control), % at 10 µM; 0.27% of 190,000 active; P63000; GST-Rac1 beads, fluorescent GTP binding, flow cytometry; actives lie on both sides; 0 = cold GTP competed, 100 = untreated;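 active means GTP binding activity at least 20 points away from the 100% control level, either lower or higher; inconclusive means compound flagged as likely green fluorescent, judged across all proteins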
Avidin bead fluor: compound fluoresces at 488/530 nm on avidin beads; fluorescence (KMESF) at 10 µM; 0.38% of 220,000 active; compound fluorescence 488/530 nm, flow cytometry; hits give high values; in the data active means fluorescence above about 47; further: inactives centre near 10
Cdc42 wt GTP: human Cdc42 wildtype GTP binding change, either direction; GST-Cdc42 beads, Bodipy-GTP binding, flow cytometry; actives lie on both sides; AID 761; percent activity (GTP binding), % at 10 µM; 0.2% of 190,000 active;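 active means percent activity GTP binding at least 20 points away from the 100% baseline, either down as inhibitor or up as activator; inconclusive means compound flagged as likely green fluorescent from well-wide comparison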;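 further: median bead fluorescence of bound Bodipy-FL-GTP at 100 nM; 0% = excess unlabeled GTP control and 100% = no compound control; below 100% means less GTP binding so inhibitor and above means activator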
Target sequence (P60953 whole entry, looked up): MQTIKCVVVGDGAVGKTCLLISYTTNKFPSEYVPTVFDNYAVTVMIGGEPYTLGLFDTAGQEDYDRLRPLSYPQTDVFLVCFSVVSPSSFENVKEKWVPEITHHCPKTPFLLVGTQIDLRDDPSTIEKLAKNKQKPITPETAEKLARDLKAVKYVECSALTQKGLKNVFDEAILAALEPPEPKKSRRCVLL
Mcl1 Noxa PPI: Mcl-1/Noxa interaction inhibition; Q07820; inhibition, % at 21.7 µM; 1.5% of 220,000 active; TR-FRET Mcl-1/Noxa peptide binding, 2 h;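 active means compounds that cut the protein-peptide binding signal by more than 50% relative to plate controls in a single-dose test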;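 further: His-tagged Mcl-1 with rhodamine Noxa BH3 peptide and terbium anti-His antibody; 0% = Mcl-1 plus Noxa peptide wells and 100% = peptide-only wells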
Pf gamet viab: inhibitors of late stage P. falciparum gametocyte viability | P. falciparum stage V gametocytes, ATP luminescence, 24 h | inhibition, % at 10.9 µM | 0.065% of 150,000 active | AID 743093;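 active means inhibition above the mean plus 3 SD of compounds within the control limits, set per campaign, cut at about 38% in these data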;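 further: 0% = DMSO wells and 100% = medium only without gametocytes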
Mcl-1 Bim block: disrupts Bim peptide binding to human Mcl-1; Q07820; inhibition, % at 10 µM; 0.1% of 190,000 active; Bead-based flow cytometry, Bim peptide-Mcl-1 binding; in the data active means inhibition above about 40%;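 further: 0% = no compound tracer wells and 100% = peptide blocker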
* = called active by the depositor; ? = inconclusive; . = not tested or not shown.

No. | canonical_smiles | HRas wt GTP | Rac1 act GTP bind | Rab2A wt mod | Rab7 wt GTP bind | Mcl1 Bid PPI | Rac1 wt modul | Avidin bead fluor | Cdc42 wt GTP | Mcl1 Noxa PPI | Pf gamet viab | Mcl-1 Bim block
1 | Cn1c2ccccc2c2cc(C(=O)N3CCN(CCO)CC3)sc21 | 102 | 98 | 97 | 96 | -44 | 101 | 28 | 102 | 21 | 12 | -3
2 | CC1(C)C(=O)Nc2ccccc2N1C(=O)COC(=O)C12CC3CC(CC(O)(C3)C1)C2 | 103 | 98 | 101 | 101 | -33 | 103 | 7 | 104 | 17 | -33 | 1
3 | CCOC(=O)CSc1nc2cc3c(cc2cc1C)OCO3 | 101 | 98 | 100 | 99 | -6 | 102 | 72* | 102 | 3 | 39* | -3
4 | Cc1cc(C)n2nc(C(=O)N/N=C/c3cccs3)nc2n1 | 97 | 97 | 97 | 101 | -11 | 98 | 11 | 97 | 6 | 3 | 2
5 | Cc1ccc(N2C(=S)NC3c4cc(Cl)ccc4OC2(C)C3C(=O)N(C)C)cc1 (centres undefined) | 95 | 97 | 94 | 89 | -51 | 99 | 4 | 94 | -8 | -46 | -2
6 | CCN(CC)S(=O)(=O)c1ccc(C(=O)OCC(=O)N2CCN(C(=O)c3ccco3)CC2)cc1 | 102 | 99 | 101 | 104 | -11 | 104 | 34 | 102 | 15 | . | -2
7 | CCC1CCCN1Cn1cnc2c([nH]c3ccc(C)cc32)c1=O (centres undefined) | 99 | 98 | 98 | 98 | 0 | 108 | 12 | 100 | 17 | -2 | -1
8 | CC1CCCN(C(=O)CCS(=O)(=O)Cc2ccccc2)C1 (centres undefined) | 105 | 99 | 104 | 94 | -4 | 102 | 13 | 105 | 10 | . | -5
9 | CCC1NC(=S)NC(C)=C1C(=O)c1ccccc1 (centres undefined) | 100 | 99 | 97 | 98 | -34 | 100 | 11 | 102 | 4 | . | -1
10 | N#CC1=C(N)N(c2ccccc2)C(c2ccco2)C1(C#N)C#N (centres undefined) | 98 | 99 | 100 | 101 | -24 | 98 | 7 | 98 | 4 | . | -2
11 | CCCC(=O)Nc1c2c(nn1-c1ccc(C)cc1C)CSC2 | 93 | 95 | 93 | 94 | -42 | 93 | 18 | 96 | 3 | . | -2
12 | O=C1CC(NCc2ccc(F)cc2)C(=O)N1c1ccccc1 (centres undefined) | 97 | 95 | 97 | 106 | -25 | 98 | 10 | 96 | 12 | -8 | 0
13 | CSc1ccc(CNc2ccc(C)cc2)cc1 | 98 | 96 | 97 | 94 | -27 | 96 | 37 | 99 | 13 | -60 | 1
14 | COc1ccc(N2CCN(c3nc4c(c(=O)n(C)c(=O)n4C)n3Cc3ccccc3)CC2)cc1 | 99 | 99 | 100 | 98 | -26 | 103 | 35 | 103 | 4 | . | -7
15 | COc1ccc(C(=O)Nc2ccc(-c3ccc(C)o3)cc2)cc1S(=O)(=O)N1CCOCC1 | 100 | 100 | 100 | 97 | -58 | 99 | 20 | 99 | 6 | . | 17
16 | CC(C)CC(OC(=O)c1cccs1)C(=O)NCc1cccs1 (centres undefined) | 99 | 101 | 99 | 97 | -25 | 98 | 16 | 100 | -11 | 4 | 3
17 | COC(=O)CSc1nc(C)cc(C)n1 | 96 | 95 | 96 | 94 | 13 | 99 | 4 | 97 | -4 | 5 | 0
18 | COc1ccccc1OCCSc1nnc(C)n1-c1ccccc1 | 102 | 101 | 102 | 101 | -15 | 102 | 8 | 102 | 11 | . | -1
19 | CCOC(=O)N1CCN(C(=O)c2cnn3c(C)c(Cc4ccc(C)cc4)c(C)nc23)CC1 | 98 | 100 | 100 | 98 | 11 | 101 | 28 | 100 | 4 | . | -3
20 | CCOc1cc(CNc2ccc3c(c2)CCC3)ccc1OC | 95 | 97 | 96 | 93 | 2 | 96 | 12 | 98 | 29 | . | -1
21 | Cc1[nH]oc(=O)c1N=Nc1c(Cl)cccc1Cl | 104 | 99 | 99 | 103 | -10 | 105 | 10 | 100 | -11 | 13 | -1
22 | CCOC(=O)c1c(N)nn(C(=O)C(C)C)c1-c1ccc(OC)cc1 | 98 | 96 | 99 | 99 | -2 | 96 | 14 | 98 | -2 | -11 | -8
23 | CC(=O)Nc1cnc2ccccc2n1 | 97 | 94 | 95 | 91 | -18 | 94 | 102* | 96 | 10 | . | 0
24 | COc1ccc(N=Cc2c(O)ccc3ccccc23)cc1 | 95 | 94 | 96 | 97 | -57 | 96 | 10 | 95 | 2 | 6 | -1
25 | CC1=C(C(=O)NCc2ccccc2)C(c2cccnc2)n2ncnc2N1 (centres undefined) | 98 | 99 | 97 | 95 | -4 | 105 | 5 | 100 | 1 | . | 0
26 | Clc1ccc(-n2cccc2/C=N/n2cnnc2)cc1 | 104 | 99 | 102 | 102 | -7 | 105 | 15 | 105 | 1 | . | -2
27 | CC(=O)c1c(N2CCOCC2)nc(=S)n(Cc2ccccc2)c1C | 102 | 103 | 101 | 101 | -26 | 106 | 10 | 101 | -16 | -4 | -2
28 | CCN1C(=O)C(CC(=O)Nc2ccc(F)cc2)N(CCc2ccc(OC)cc2)C1=S (centres undefined) | ? | ? | ? | ? | 9 | ? | 34 | ? | 13 | . | -3
29 | Cc1cc(C)n(C(=O)C(C)n2nc([N+](=O)[O-])c(Br)c2C)n1 (centres undefined) | 98 | 96 | 96 | 97 | 16 | 97 | 8 | 100 | 8 | 9 | -3
30 | CCOc1c(Cl)cc(CNCC(C)C)cc1OC | 97 | 97 | 98 | 95 | 16 | 95 | 15 | 95 | 6 | . | -1
31 | O=C(/C=C/Nc1ccc(F)cc1)c1ccco1 | 103 | 99 | 99 | 96 | -3 | 109 | 14 | 103 | 16 | . | -3
32 | CC1(C)Oc2ccc(C(=O)NC3CCCC3)cc2N(CC(=O)NC2CCCCC2)C1=O | 100 | 100 | 101 | 100 | 0 | 102 | 41 | 103 | 3 | -22 | -1
33 | Cc1cc(C)cc(N(CC(=O)NCc2ccco2)C(=O)CCC(=O)Nc2ccccn2)c1 | 102 | 102 | 100 | 98 | -12 | 106 | 33 | 101 | 20 | 4 | 1
34 | Cc1cc(O)c(-c2cc(C(=O)Nc3ccc(S(=O)(=O)N4CCOCC4)cc3)[nH]n2)cc1C | 92 | 94 | 90 | 98 | -2 | 96 | 10 | 89 | 30 | 13 | 4
35 | Cc1sc2nc(-c3ccco3)oc(=O)c2c1C | 99 | 96 | 101 | 104 | -21 | 102 | 16 | 98 | -4 | 9 | -2
36 | COc1ccccc1CC(=O)Nc1ccc(-c2nnc(-c3ccco3)o2)cc1 | 97 | 98 | 100 | 107 | 20 | 101 | 8 | 100 | 23 | -42 | 0
37 | COc1ccc(OCC(=O)N/N=C/C2CC=CCC2)cc1 (centres undefined) | 96 | 97 | 95 | 104 | -24 | 106 | 8 | 99 | 2 | 11 | -1
38 | CCSc1nnc(NC(=O)Cc2ccc(OC)c(S(=O)(=O)N3CCOCC3)c2)s1 | 100 | 98 | 98 | 100 | 4 | 100 | 7 | 99 | 19 | . | -1
39 | Cc1ccc(C)c(C(=O)COc2ccc(C)nc2[N+](=O)[O-])c1 | 105 | 103 | 102 | 102 | -61 | 111 | 6 | 107 | 8 | -22 | -4
40 | COCCn1c(=O)[nH]c2cc(C(=O)OC)ccc2c1=O | 104 | 101 | 103 | 104 | 1 | 104 | 38 | 104 | -13 | . | -4
41 | Cc1cccc2sc(NC(=O)C3=NN(c4ccccc4)C(=O)CC3)nc12 | 98 | 99 | 98 | 95 | -12 | 102 | 10 | 99 | 12 | -21 | 0
42 | Cn1c(C(=O)N2COCC2(C)C)cc2c(=O)n3ccccc3nc21 | 101 | 98 | 99 | 102 | 8 | 100 | 37 | 100 | 31 | -14 | -3
43 | N/C(=N\OC(=O)c1cc(-c2ccccc2)nc2ccccc12)c1ccncc1 | 100 | 100 | 99 | 99 | -49 | 101 | 9 | 99 | -5 | -12 | 0
44 | Cc1ccc(CSc2ccc(C(=O)N3CCOCC3)cc2[N+](=O)[O-])cc1 | 98 | 97 | 98 | 97 | 4 | 95 | 6 | 96 | -1 | 11 | 2
45 | O=C1CCCc2nc(N3CCCCC3)sc21 | 101 | 95 | 98 | 100 | 2 | 99 | 7 | 98 | 9 | 25 | 0
46 | N#C/C(=C/C=C/c1ccccc1)C(=O)Nc1ccccc1 | 103 | 100 | 99 | 101 | -16 | 106 | 23 | 102 | 0 | . | -2
47 | CCCn1c(=O)c(C(=O)c2ccccc2)nc2ccccc21 | 98 | 98 | 100 | 102 | -5 | 99 | 13 | 97 | -3 | . | -3
48 | Cc1ccc(-n2nc(N)c3c(=O)oc(N(C)C)nc32)cc1 | 103 | 99 | 101 | 106 | -18 | 101 | 21 | 101 | 5 | 7 | 0
49 | Cc1nc(SCCO)c2oc3ccccc3c2n1 | 97 | 96 | 95 | 97 | -16 | 96 | 6 | 96 | 5 | . | 5
50 | Cc1nnc(NC(=O)CSc2nnc(Cc3cccn3C)n2-c2cccc(C)c2C)s1 | 100 | 98 | 100 | 100 | -35 | 104 | 26 | 99 | -3 | . | -3
51 | CCCCC(=O)Nc1ccc(Cl)cn1 | 96 | 96 | 96 | 97 | -19 | 95 | 9 | 95 | 10 | . | 1
52 | CN(Cc1ccccc1)C(=O)COC(=O)c1ccc(Cl)cc1N | 93 | 91 | 93 | 93 | -7 | 92 | 11 | 94 | -1 | . | 0
53 | COc1ccc(Nc2nc(C(=O)N3CCc4ccccc4C3)cs2)cc1 | 99 | 98 | 102 | 98 | -10 | 105 | 18 | 99 | 3 | . | -2
54 | COc1ccc(-c2cc(=O)[nH]c(=S)[nH]2)cc1 | 93 | 94 | 95 | 95 | -74 | 99 | 9 | 99 | 43 | -13 | -1
55 | Cc1nc(-c2ccccc2)sc1-c1nc(-c2cccs2)ncc1S(=O)(=O)c1ccccc1 | 101 | 99 | 102 | 102 | -17 | 103 | 16 | 102 | -21 | . | -3
56 | c1ccc(Cn2nnc3c(NCC4CCCO4)nc(C4CC4)nc32)cc1 (centres undefined) | 100 | 97 | 98 | 92 | 13 | 104 | 9 | 97 | 41 | 0 | 5
57 | O=C(c1cc2nc(-c3ccccc3)cc(C(F)(F)F)n2n1)N1CCOCC1 | 100 | 98 | 104 | 102 | 3 | 99 | 14 | 99 | -1 | . | -7
58 | Cc1nnc(SCC(=O)N2c3ccccc3CC2C)[nH]c1=O (centres undefined) | 99 | 100 | 95 | 104 | -39 | 101 | 3 | 96 | 18 | . | -2
59 | COC(=O)c1ccc(NC(=O)CN(C2CCCCC2)S(C)(=O)=O)cc1 | 98 | 92 | 91 | 92 | -15 | 95 | 34 | 97 | 0 | 9 | 0
60 | Cc1ccc(SCCc2cc[n+](CC(=O)c3ccccc3)cc2)cc1 | 101 | 98 | 101 | 102 | 2 | 98 | 10 | 97 | 8 | 2 | -9

This is a random part of the collection; overall some 2.7% were active at least once.
